IkB signaling: suppresses IkB signaling in ABC-DLBCL reporter cells; ABC-DLBCL IkBa-CBG/CBR dual luciferase ratio, 4 h; response scale: scaled: untreated 0%, proteasome inhibitor 100%; Potency, µM (titrated, usually from 57.1 µM), without a hit: at the highest dose IkBa stabilization activation; actives 0.04% (n = 110,000); AID 445; active = well fitted curve in the direction sought with a large enough effect in the signal ratio, not every such curve was filed as active; inconclusive = small, poorly fitted or top-dose-only effect, or a change in a side signal; the % refers to the signal ratio;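 note: the direction sought is a rising ratio; 0% = basal untreated cells and 100% = reference inhibitor full response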
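Luminescence ratio of IκBα-fused green versus native red beetle luciferase in OCI-Ly3 cells, 4 h post-doxycycline with compound; red signal alone, scaled from basal (0%) to zero light (-100%), flagged nonspecific or cytotoxic effects.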
p53ts 32C tox: kills p53ts cells at the permissive temperature | H1299-p53A138V at 32C, ATP luminescence viability, 24 h | Potency, µM (top dose mostly 46.1 µM), for the others: at the highest dose activity change, negative = cytotoxicity, usual class: cytotoxic | actives 0.93% (n = 130,000);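 note: 0% = DMSO and -100% = full killing by reference compound; nearly all actives have a fitted effect of over 55% in size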
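Viability by ATPlite luminescence after 24 h compound treatment (up to 46 uM) at the permissive 32C. Cells are H1299 carrying p53 A138V. Scale runs from DMSO basal to 100 uM tamoxifen as full kill; AC50 from Hill fits.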
p53ts 39C kill: kills p53ts cells at the nonpermissive temperature; H1299-p53A138V viability at 39C, ATP luminescence, 24 h; Potency, µM (titrated, usually from 46.1 µM), inactives show at the top dose activity change, negative = cell killing, usual class: cytotoxic; actives 1.5% (n = 130,000); note: nearly all actives have a fitted effect of over 55% in size
Imprint erasure: inducers of genomic imprint erasure in mouse ES cells | Potency, µM (doses to about 60.7 µM), without a hit: at the highest dose activity change, positive = activation, usual class: activators | AID 1948 | actives 0.02% (n = 110,000) | mouse ES Peg3-LacZ reporter, beta-gal luminescence, 40 h;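 note: 0% = negative control wells on the plate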
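Readout: BetaGlo luminescence (5 min, room temp) for LacZ from the normally silent maternal Peg3 allele in female Peg3LacZ-Neo ES cells. Cells 300/well, 40 h, 37C, 5% CO2. Data normalized per plate to negative controls.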
* = called active by the depositor; ? = inconclusive; . = not tested or not shown; [ ] = dose if it differs, or a comment. Unless noted, calls come from the whole dose curve; as a rule, active = well fitted curve in the direction sought with a large enough effect; inconclusive = small, poorly fitted or top-dose-only effect, or another doubt; inactive = no such curve, though single readings can be large; an effect the other way counts as inactive or inconclusive. Unless noted, % is set by controls: 0 for no effect and ±100 for the full control effect; potency is the fitted concentration of half-maximal effect.

The first 7 compounds as a preview:
SMILES	IkB signaling	p53ts 32C tox	p53ts 39C kill	Imprint erasure
N#CC1=C(N)SC(C(=O)c2ccccc2)C1c1cccs1 (stereo not drawn)	.	3%	10%	.
COC(=O)c1ccc(C(=O)OC)c(NC(=O)c2c(-c3ccccc3)noc2C)c1	10%	-4%	16%	-29%[10.9 µM]
COCCOC(=O)C1=C(C)NC(=O)N(C(C)=O)C1c1ccc(Cl)cc1 (stereo not drawn)	0.5%	-9%	0%	-6%
CN(c1ccccc1C(=O)N1CCN(c2cccc(Cl)c2)CC1)S(C)(=O)=O	0.9%	6%	4%	-17%
CCCc1cc(N2CCN(c3ccccc3)CC2)n2cnnc2n1	?	-4%	-14%	-10%[10.9 µM]
CC(C(=O)Nc1ccccc1C(F)(F)F)n1nc(-c2ccccc2)c2c(c1=O)CCCC2 (stereo not drawn)	?	19%	-10%	-7%[10.9 µM]
COc1cc(NC(=O)CSc2nccn2C)cc(OC)c1OC	1.0%	-11%	17%	-14%[10.9 µM]

This part in full (from the top)
SMILES	IkB signaling	p53ts 32C tox	p53ts 39C kill	Imprint erasure
N#CC1=C(N)SC(C(=O)c2ccccc2)C1c1cccs1 (stereo not drawn)	.	3%	10%	.
COC(=O)c1ccc(C(=O)OC)c(NC(=O)c2c(-c3ccccc3)noc2C)c1	10%	-4%	16%	-29%[10.9 µM]
COCCOC(=O)C1=C(C)NC(=O)N(C(C)=O)C1c1ccc(Cl)cc1 (stereo not drawn)	0.5%	-9%	0%	-6%
CN(c1ccccc1C(=O)N1CCN(c2cccc(Cl)c2)CC1)S(C)(=O)=O	0.9%	6%	4%	-17%
CCCc1cc(N2CCN(c3ccccc3)CC2)n2cnnc2n1	?	-4%	-14%	-10%[10.9 µM]
CC(C(=O)Nc1ccccc1C(F)(F)F)n1nc(-c2ccccc2)c2c(c1=O)CCCC2 (stereo not drawn)	?	19%	-10%	-7%[10.9 µM]
COc1cc(NC(=O)CSc2nccn2C)cc(OC)c1OC	1.0%	-11%	17%	-14%[10.9 µM]
CCCC(=O)Nc1ccc(C(=O)O)cc1NC(=O)CCC	-1.5%	-6%	1%	14%
O=C(COc1ccccc1)Nc1nnc(SCc2cc(=O)c3ccccc3[nH]2)s1	-2.8%	5%	-10%	-5%[10.9 µM]
CCN1CCN(c2ccc(NC(=O)c3ccc4c(c3)OCO4)cc2)CC1	0.6%	-14%	-19%	-77%[inhibitor]
CC(C)CCn1c(SCc2ccc(F)cc2Cl)nc2ccsc2c1=O	-1.0%	3%	-22%	-8%[10.9 µM]
COc1cccc(NC(=O)CNC(=O)c2ccc(F)cc2)c1	-1.3%	-4%	11%	-18%
O=C(Cn1cc2c(n1)CCCC2)NCc1cccc(Cl)c1	2.5%	-13%	2%	?
Cc1ccc(-c2nn(-c3cccc([N+](=O)[O-])c3)c3c2cnc2ccc(F)cc23)cc1	0.0%	1%	18%	-11%[10.9 µM]
CCc1ccc(NC(=O)C2CCN(S(=O)(=O)c3c(C)noc3C)CC2)cc1	?	2%	-12%	-4%[10.9 µM]
COc1ccc2c(c1)CCc1c(C(=O)NCc3ccc(F)cc3)noc1-2	-2.1%	-2%	-15%	-2%
COCCNC(=O)c1cccc(Nc2nc3ccccc3n3nnnc23)c1	0.6%	5%	-7%	-12%[10.9 µM]
Cc1cccc(-n2c(=O)cc(N3CCN(c4ccc(F)cc4)CC3)[nH]c2=O)c1	-3.6%	-1%	-7%	-15%
CC(=O)OCc1nc2sc(C)c(C)c2c(=O)[nH]1	.	1%	-6%	.
COCCCn1c(SCC(=O)NC(C)C)nnc1-c1ccccc1	0.5%	1%	-10%	-2%
Cc1ccc(-n2cnnn2)c2cccnc12	0.1%	1%	1%	-9%
CC(=O)N=C1SC2CS(=O)(=O)CC2N1c1cccc(Cl)c1Cl (stereo not drawn)	1.7%	-1%	0%	0%
COc1ccccc1CNC(=O)CSc1nc2nc(C)c(Cc3ccccc3C)c(C)n2n1	?	11%	-5%	8%[10.9 µM]
COc1ccc(N2CCN(C(=O)c3ccc(C)c(NC(=O)c4nsc5ccccc45)c3)CC2)cc1	-1.4%	-1%	-10%	-11%[10.9 µM]
Cn1cc(CC(=O)Nc2cccc(C#N)c2)c2ccccc21	?	9%	-3%	-15%
Other structures follow.
SMILES	IkB signaling	p53ts 32C tox	p53ts 39C kill	Imprint erasure
CCCCN(C)C(=O)CS(=O)(=O)Cc1nc(-c2cccc(OC)c2)oc1C	-1.2%	-4%	6%	-17%
COc1ccc(CCN2CC(C(=O)NCCc3ccc(C)cc3)CC2=O)cc1OC (stereo not drawn)	?	-1%	44%[activator]	-13%[10.9 µM]
CCOC(=O)c1ccc(NC(=O)CSc2cc(=O)n(CC)c3ccccc23)cc1	-1.0%	2%	-19%	14%[10.9 µM]
O=C(CCn1c(=O)c2cccn2c2cccnc21)NCc1cccc(Br)c1	-1.5%	3%	-8%	-13%[10.9 µM]
Cc1nn(-c2ccccc2)c(-c2ccccc2)c1C(=O)O	-0.9%	-21%	6%	-10%
Cc1ccc(C(=O)NC2CC3CCCC(C2)N3C(=O)NC2CCCCC2)cc1 (stereo not drawn)	?	4%	-4%	-12%
CCOc1ccccc1NC1(c2ccccc2)C(=O)c2ccccc2C1=O	-2.6%	2%	-11%	?
Cc1cc(C)cc(OCC(=O)Nc2nonc2NC(=O)COc2cc(C)cc(C)c2)c1	0.3%	0%	20%	-9%
Cc1cccn2cc(-c3cccc(NS(=O)(=O)c4ccc(Cl)c(Cl)c4)c3)nc12	?	20%	?	25%[10.9 µM]
COCCn1c(=O)c(-c2ccccc2)nc2cnc(N(C)C)nc21	-2.0%[11.4 µM]	-7%	-4%	-8%
CC1CCCCN1C(=O)CSCC(=O)Nc1nc(-c2cccs2)cs1 (stereo not drawn)	?	5%	-3%	-20%
N#CCCn1c(=O)c(-c2cc(F)cc(F)c2)nc2cnc(Oc3cccc(Cl)c3)nc21	1.9%[11.4 µM]	-5%	-3%	.
Cc1ccc2c(=O)cc(C(=O)N(Cc3ccc(N(C)C)cc3)C3CCS(=O)(=O)C3)oc2c1 (stereo not drawn)	-0.7%	3%	-10%	?
Cc1ccccc1C1CC(c2ccc(Br)cc2)Nc2nc(N)nn21 (stereo not drawn)	2.1%	3%	-4%	-9%
CC1CCCN(Cc2nc3c(c(=O)n(C)c(=O)n3C)n2Cc2c(F)cccc2Cl)C1 (stereo not drawn)	6.7%	-25%	-10%	-33%[inhibitor]
C=CCn1c(SCC(=O)C(C)(C)C)nnc1-c1ccccn1	-1.6%	-2%	8%	-4%
CN(C)c1ccc(C(=O)Nc2cccc(-c3nc4cccnc4s3)c2)cc1	?	-6%	-9%	19%[10.9 µM]
CCOc1ccc(N(CC)C(=O)CSc2n[nH]c(-c3ccccc3)n2)cc1	-0.9%	1%	-15%	3%[10.9 µM]
CCOC(=O)CSc1nnc(-c2cccs2)n1-c1ccccc1	-1.6%	0%	-8%	4%
CN(C(=O)c1ccccc1)C1(C)CCS(=O)(=O)C1 (stereo not drawn)	-0.3%	-2%	18%	1%
Cc1ccc(CNS(=O)(=O)c2cc3c(cc2C)NC(=O)CO3)cc1	-0.1%	2%	-12%	-15%[10.9 µM]
COC(=O)[C@@]1(Cc2ccccc2)[C@H]2c3cc(C(=O)N(C)C)n(CCN4CNCC4=O)c3C[C@H]2CN1C(=O)c1ccccc1	.	1%	6%	-10%
Cc1cccc(CSC2=NCCN2C(=O)c2ccc(Br)o2)c1	4.8%	-3%	-15%	-19%
COCCNC(=O)c1noc2c1CCc1cc(OC)ccc1-2	-1.8%	-26%	?	-20%
CC(C)(C)NC(=O)CN(C(=O)CCN1CCCc2ccccc21)C(C)(C)C	0.2%	4%	-6%	4%

Some of these compounds in order of heavy-atom count, ascending.
SMILES	IkB signaling	p53ts 32C tox	p53ts 39C kill	Imprint erasure
Cc1nn(-c2ccccc2)c(-c2ccccc2)c1C(=O)O	-0.9%	-21%	6%	-10%
COCCNC(=O)c1noc2c1CCc1cc(OC)ccc1-2	-1.8%	-26%	?	-20%
O=C(CCn1c(=O)c2cccn2c2cccnc21)NCc1cccc(Br)c1	-1.5%	3%	-8%	-13%[10.9 µM]

(listing goes on)
SMILES	IkB signaling	p53ts 32C tox	p53ts 39C kill	Imprint erasure
COc1cccc(C(C(=O)NCc2ccccc2)N(C(=O)Cn2nnc3ccccc32)c2cccc(C(C)=O)c2)c1 (stereo not drawn)	-1.3%	-4%	-17%	-10%[10.9 µM]
CCc1nc2oc3ccccc3c(=O)c2c(=O)n1Cc1ccccc1	-1.5%	13%	9%	-5%
CCOCC(=O)Nc1nnc(SCCOC)s1	-2.6%	-9%	-9%	-8%
CC1CCCCC1NC(=O)CC1Oc2ccccc2NC1=O (stereo not drawn)	-1.1%	10%	-2%	-10%
CCc1ccc2oc(-c3cc(N)ccc3Cl)nc2c1	?	?	10µM*	-76%[inhibitor]
Cc1c(Cl)cccc1NC(=O)c1cnc2sc(N3CCCC3)nn2c1=O	-1.2%	-5%	-14%	-12%[10.9 µM]
COc1ccc(Nc2cc(C(=O)NCc3ccccc3)c3ccccc3n2)cc1	-3.1%	-11%	-15%	18%[10.9 µM]
COc1cccc(-c2cc(C(F)(F)F)n3nc(C)c(-c4ccccc4)c3n2)c1	-0.3%	-7%	4%	7%[10.9 µM]
CCOc1ccc(CCNC(=O)CCc2c(C)nc3c(c(C)nn3-c3ccccc3)c2C)cc1OCC	?	3%	-22%	-15%[10.9 µM]
CC(C)CC(NC(=O)C1CCCCC1)C(=O)Nc1cccc(C(F)(F)F)c1 (stereo not drawn)	?	5%	-14%	5%[10.9 µM]
O=C1CC(N2CCCCCC2)C(=O)N1c1ccc2c(c1)OCO2 (stereo not drawn)	14%	-1%	17%	-34%[inhibitor]
CCOc1cc(C(=O)N2CCCC2)cc(OCC)c1OCC	-0.6%	2%	0%	-4%
CC(C)c1nc(Cl)c(C#N)c2c1CSC(C)(C)C2	.	2%	-6%	.
COc1ccc(-c2nnc(SCC(=O)N3CCc4ccccc43)o2)cc1OC	-3.1%	5%	15%	-6%[10.9 µM]
O=c1cnc2cnc(Nc3ccccc3)nc2n1C1CC1	-0.4%[11.4 µM]	7%	7%	?
COc1ccc(OC)c(NC(=O)c2ccc3nc(C(C)C)oc3c2)c1	-1.5%	-3%	-22%	-6%[10.9 µM]

Screening data deposited in PubChem by National Center for Advancing Translational Sciences (NCATS).
